Screening data as filed in PubChem.
NR3A LBD binder: modulates the human NR3A ligand-binding domain; NR3A LBD differential scanning fluorimetry, Tm shift; 0% = protein alone, 100% = glycine-bound protein; AID 1259313; Tm shift relative to glycine control, % at 25 µM; 340,000 tested, 2.5% active;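 active means melting temperature shift of at least 10% of the positive control shift, at one fixed dose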
SENP8 block: inhibitors of human SENP8 protease; Q96LD8; recombinant SENP8, Nedd8 substrate fluorescence; inhibition, % at 20 µM; 360,000 tested, 0.64% active; AID 602440; in the data active means inhibition mostly above about 40%, no sharp cut-off; inactive means mostly below about 27%
SENP1 FRET inh: inhibitors of human SENP1 SUMO protease catalytic domain; Q9P0U3; recombinant SENP1 catalytic domain, CyPet-SUMO1-YPet FRET cleavage; inhibition, % at 10 µM; 360,000 tested, 0.21% active; AID 624204;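 active means inhibition at least 30% at 10 µM, raw YFP signal under a set limit, fluorescence ratio 0.5 to 1.5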;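 further: 0% = enzyme with DMSO and 100% = no enzyme wells; some results filed as inactive read as strong as hits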
Target sequence (Q9P0U3 419-644 limits assumed): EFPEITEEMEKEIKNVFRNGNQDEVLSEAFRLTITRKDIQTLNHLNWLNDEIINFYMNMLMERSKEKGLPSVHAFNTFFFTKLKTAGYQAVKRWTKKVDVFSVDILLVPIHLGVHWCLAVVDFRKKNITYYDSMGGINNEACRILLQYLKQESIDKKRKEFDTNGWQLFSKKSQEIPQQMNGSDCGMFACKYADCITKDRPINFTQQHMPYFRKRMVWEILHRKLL
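system = hSENP1 catalytic domain, recombinant | reagent = SFCypet-SUMO1-SFYpet substrate at 25 nM | doses = one dose per compound, 10 µM, 0.5% DMSO | incubation = enzyme reaction for 50 min at room temperature, dark | measured by = FRET, CFP and YFP emission | controls = no-enzyme low, enzyme-DMSO high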
PfG6PD inh: PfG6PD (Plasmodium falciparum) enzyme inhibition; PfGluPho enzyme, NADPH resazurin-diaphorase fluorescence; inhibition, % at 20 µM; 350,000 tested, 0.78% active; AID 504690;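 active means inhibition reaching at least a set limit at 20 µM in the primary screen, cut at about 59% in these data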;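 further: 0% = DMSO wells with substrate and 100% = DMSO wells lacking glucose-6-phosphate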
hIAP activ: increases human intestinal alkaline phosphatase activity | P09923 | purified human IAP, CDP-Star luminescence, 30 min; hits give high values; 1 = vehicle-only enzyme, 0 = enzyme-free background | activation factor at 10 µM | 330,000 tested, 0.16% active | AID 2524;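 active means activation factor of the enzyme at least 2-fold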; further: the source names both 10 and 20 µM as test concentration; values of inactives mirror those of a sister screen read the other way
Target sequence (P09923 whole entry, looked up): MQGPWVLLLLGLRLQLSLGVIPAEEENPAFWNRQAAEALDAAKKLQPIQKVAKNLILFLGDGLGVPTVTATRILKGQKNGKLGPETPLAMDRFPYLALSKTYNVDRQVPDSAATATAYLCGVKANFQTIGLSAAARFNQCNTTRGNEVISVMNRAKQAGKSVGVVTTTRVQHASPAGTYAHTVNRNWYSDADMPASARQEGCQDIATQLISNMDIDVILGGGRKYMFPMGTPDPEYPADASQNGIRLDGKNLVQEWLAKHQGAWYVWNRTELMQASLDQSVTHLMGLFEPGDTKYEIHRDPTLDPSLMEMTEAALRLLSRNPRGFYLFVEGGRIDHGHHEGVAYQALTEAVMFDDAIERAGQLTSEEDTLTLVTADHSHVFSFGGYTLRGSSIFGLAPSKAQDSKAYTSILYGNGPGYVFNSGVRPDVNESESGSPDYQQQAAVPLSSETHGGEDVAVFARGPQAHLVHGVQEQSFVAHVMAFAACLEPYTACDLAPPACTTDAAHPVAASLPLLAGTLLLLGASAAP
SENP6 block: blocks the human protease SENP6. Q9GZR1. Recombinant SENP6 catalytic domain, aminoluciferin luminescence. inhibition, % at 10 µM. 330,000 tested, 1.8% active. AID 2599;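 active means inhibition above about 50% at the single tested dose, limit read from the data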;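 further: plate controls were DMSO wells with enzyme for no effect and DMSO wells lacking enzyme for full effect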
MPTP inh: inhibitors of mitochondrial permeability transition pore; isolated mouse mitochondria, Ca2+ swelling absorbance, 30 min; inhibition, % at 10 µM; 360,000 tested, 1.4% active; AID 602449;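 active means inhibition of 50% or more, scaled per plate between neutral and stimulator controls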;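 further: 0% = DMSO wells given calcium and 100% = 1 mM EGTA wells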
ATG4B inhibitor: inhibitors of human ATG4B cysteine protease. AID 504462. inhibition, % at 8.33 µM. ATG4B cleavage of LC3-PLA2, NBD-HPC fluorescence, 1 h. 340,000 tested, 0.51% active; in the data active means inhibition above about 40%
An asterisk follows results filed as active. This is a random part of the collection (roughly 6.7% active in at least one column).

SMILES | NR3A LBD binder | SENP8 block | SENP1 FRET inh | PfG6PD inh | hIAP activ | SENP6 block | MPTP inh | ATG4B inhibitor
CCOC(=O)N1CCC(n2c(SCC(=O)c3ccccc3)nc3ccsc3c2=O)CC1 | 0.7 | 9.8 | 1.9 | -6.7 | 0.94 | 15.7 | -1.1 | 0.3
N/C(=N\OC(=O)Cc1ccccc1)c1cccc(Br)c1 | 1.7 | 13.9 | 0.9 | 0.1 | 1.21 | 1.0 | 1.0 | -3.7
COc1ccccc1CNc1ccc2c(c1)CCC2 | -2.6 | -274.9 | -45.6 | 8.0 | 0.983 | 19.6 | 0.3 | 1.1
O=C(Nc1ccc2snnc2c1)N1CCCCC1 | 0.5 | -20.0 | -1.1 | -0.2 | 0.951 | 3.2 | 0.6 | 8.2
Cc1ccc(F)cc1NC(=O)CSc1ncccn1 | 0.3 | 8.0 | 3.1 | -21.7 | 1 | -15.3 | -2.6 | 2.0
Cc1[nH]c(=O)c(C#N)cc1-c1ccccc1 | -0.8 | -212.7 | 0.4 | 1.9 | 1.2 | -12.0 | 0.5 | -10.3
CCS(=O)(=O)N1CCN(c2ccccc2)CC1 | 0.4 | 18.2 | 2.2 | -0.2 | 0.979 | -3.1 | 0.8 | -2.7
CCCN(CC(=O)Nc1ccccc1C)C(=O)c1ccc(OCc2c(C)noc2C)cc1 | -0.9 | 20.2 | 0.5 | -0.1 | 1.08 | -12.8 | 0.5 | -4.5
CN(c1ccccc1C(=O)N1CCN(c2ccccc2)CC1)S(C)(=O)=O | 0.2 | 14.5 | 1.6 | -4.7 | 0.985 | -13.5 | -1.9 | -7.5
Cn1c(N)c(C(=O)Nc2cccc(Cl)c2)c(=O)n(C)c1=O | 0.5 | 16.1 | 3.0 | 10.3 | 1.08 | -5.5 | 2.3 | -10.5
Cc1cc(C)cc(N2CC(O)Cn3c2nc2c3c(=O)[nH]c(=O)n2C)c1 (configuration not stated) | 0.5 | 5.6 | 2.0 | 4.7 | 0.979 | 13.8 | 9.1 | -5.0
CCOC(=O)c1ccc(OCc2nc(-c3cccs3)no2)cc1 | 2.0 | 17.2 | 0.9 | 6.0 | 1.49 | 35.5 | 2.5 | -2.4
Cc1ccc(S(=O)(=O)N(C)S(=O)(=O)c2ccc(C)cc2)cc1 | 0.7 | 7.4 | 0.5 | 15.8 | 1.06 | 7.6 | -1.4 | 10.1
Cc1ccc(NC(=O)CS(=O)CC(=O)N(CC(=O)NC2CCCC2)c2cccc(C)c2C)cc1 (configuration not stated) | 0.4 | 9.1 | 1.3 | 4.7 | 0.998 | 3.5 | 0.6 | -7.3
COc1ccc(S(=O)(=O)N2CC(C)OC(C)C2)cc1C(=O)N1CCCCC1 (configuration not stated) | -1.3 | 6.8 | 0.6 | 0.9 | 1.26 | 3.3 | -0.9 | 1.2
Cc1n[nH]c(C)c1S(=O)(=O)N1CCCC(C(=O)Nc2ccc(Br)cc2)C1 (configuration not stated) | 0.2 | 13.4 | -0.1 | -7.5 | 1.48 | -12.7 | 4.4 | -2.7
N#Cc1cc2c(nc1SCc1ccccc1)CCCC2=O | -0.6 | -4.3 | -1.3 | 12.4 | 0.931 | -24.9 | 0.8 | -0.2
C/C(=N\NC(=O)c1cc(C)[nH]n1)c1ccc(-c2ccccc2)cc1 | 1.3 | -2.8 | -2.9 | 2.8 | 1.88 | -11.9 | -3.9 | 17.9
CC1(c2nnc(-c3ccncc3)o2)CC(c2cccnc2)=NO1 (configuration not stated) | -0.3 | -7.7 | 4.2 | 2.7 | 0.939 | 0.1 | -0.4 | -5.2
COc1ccc(CCNC(=O)c2ccc(NC3=NC4CS(=O)(=O)CC4S3)cc2)cc1OC (configuration not stated) | 0.5 | 13.6 | 1.7 | -0.5 | 1.12 | -20.1 | -1.3 | -11.7
CCOC(=O)Cn1c(=O)c(-c2ccccc2N)nc2ccccc21 | -4.0 | -5.9 | -4.6 | 4.1 | 1.01 | -0.9 | -1.1 | -3.5
CCCC(=O)Nc1c2c(nn1-c1cccc(C)c1C)CS(=O)(=O)C2 | -1.8 | 9.2 | -1.0 | 5.4 | 0.968 | -2.7 | 0.2 | -4.1
Cc1nc2ccc(CCO)cc2s1 | -1.3 | 9.4 | 1.4 | 14.5 | 1.18 | -9.6 | 0.8 | -1.3
Cc1sc2ncn(CC(=O)NCc3ccccc3)c(=O)c2c1C | -3.2 | 0.2 | -1.8 | 10.2 | 1.14 | -32.8 | 1.4 | 0.7
CC1=C(C(=O)Nc2cc(C(=O)N(C)Cc3ccccc3)ccc2C)SCCO1 | 0.1 | 5.8 | 0.1 | 2.6 | 1.02 | -5.9 | 2.3 | -6.7
COc1ccc(Nc2nc3cc(C)ccc3cc2C#N)cc1 | 0.0 | -31.5 | 5.0 | 12.3 | 1.11 | 6.9 | 0.7 | 0.6
Cc1cc(/C=C(\C#N)C(=O)NCc2cccs2)c(C)n1-c1ccccc1F | -0.7 | -280.7 | -5.8 | 35.9 | 0.81 | 9.1 | 2.1 | -1.9
O=C(CCn1c(=O)sc2ccccc21)NC1=NCCS1 | 2.2 | 3.1 | -2.5 | 1.7 | 1.07 | -18.8 | 0.1 | -2.2
Cc1cc(NC(=O)CSc2ncc(C(=O)O)n2-c2ccc(F)cc2)no1 | -0.2 | 9.6 | 1.3 | -6.8 | 0.977 | -0.1 | 0.0 | 6.2
CCN(c1ccc(OC)cc1)S(=O)(=O)c1ccc(-c2cc(C)no2)s1 | -1.4 | 6.3 | 1.6 | -4.2 | 1.1 | 13.9 | -1.2 | 6.4
CSCCC(NS(=O)(=O)c1ccccc1F)C(=O)Nc1ccncc1 (configuration not stated) | 3.2 | 4.8 | -7.7 | 6.4 | 0.84 | -3.6 | 1.7 | -4.1
CCOC(=O)c1c(NC(=O)CSc2nnc(CN3CCOCC3)n2C)sc2c1CCCC2 | -0.3 | 21.2 | 0.8 | 12.0 | 0.968 | 3.0 | 0.3 | -20.8

Among those listed so far, these have four or more nitrogen atoms:
SMILES | NR3A LBD binder | SENP8 block | SENP1 FRET inh | PfG6PD inh | hIAP activ | SENP6 block | MPTP inh | ATG4B inhibitor
O=C(Nc1ccc2snnc2c1)N1CCCCC1 | 0.5 | -20.0 | -1.1 | -0.2 | 0.951 | 3.2 | 0.6 | 8.2
Cn1c(N)c(C(=O)Nc2cccc(Cl)c2)c(=O)n(C)c1=O | 0.5 | 16.1 | 3.0 | 10.3 | 1.08 | -5.5 | 2.3 | -10.5
Cc1cc(C)cc(N2CC(O)Cn3c2nc2c3c(=O)[nH]c(=O)n2C)c1 (configuration not stated) | 0.5 | 5.6 | 2.0 | 4.7 | 0.979 | 13.8 | 9.1 | -5.0
Cc1n[nH]c(C)c1S(=O)(=O)N1CCCC(C(=O)Nc2ccc(Br)cc2)C1 (configuration not stated) | 0.2 | 13.4 | -0.1 | -7.5 | 1.48 | -12.7 | 4.4 | -2.7
C/C(=N\NC(=O)c1cc(C)[nH]n1)c1ccc(-c2ccccc2)cc1 | 1.3 | -2.8 | -2.9 | 2.8 | 1.88 | -11.9 | -3.9 | 17.9
CC1(c2nnc(-c3ccncc3)o2)CC(c2cccnc2)=NO1 (configuration not stated) | -0.3 | -7.7 | 4.2 | 2.7 | 0.939 | 0.1 | -0.4 | -5.2
Cc1cc(NC(=O)CSc2ncc(C(=O)O)n2-c2ccc(F)cc2)no1 | -0.2 | 9.6 | 1.3 | -6.8 | 0.977 | -0.1 | 0.0 | 6.2
CCOC(=O)c1c(NC(=O)CSc2nnc(CN3CCOCC3)n2C)sc2c1CCCC2 | -0.3 | 21.2 | 0.8 | 12.0 | 0.968 | 3.0 | 0.3 | -20.8
